ADAM10 inh: ADAM10 inhibition, QFRET primary screen | O14672 | recombinant ADAM10, EDANS/DABCYL FRET peptide cleavage, 3 h | inhibition, % at 7 µM | 0.62% of 370,000 active | AID 720582;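 active = inhibition above a per-campaign cutoff equal to the mean of compounds falling between control-based bounds plus 3 SD, cut at about 20% in these data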;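 note: 0% = DMSO wells while the 100% control is not disclosed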
Target sequence (O14672 214-748 limits assumed): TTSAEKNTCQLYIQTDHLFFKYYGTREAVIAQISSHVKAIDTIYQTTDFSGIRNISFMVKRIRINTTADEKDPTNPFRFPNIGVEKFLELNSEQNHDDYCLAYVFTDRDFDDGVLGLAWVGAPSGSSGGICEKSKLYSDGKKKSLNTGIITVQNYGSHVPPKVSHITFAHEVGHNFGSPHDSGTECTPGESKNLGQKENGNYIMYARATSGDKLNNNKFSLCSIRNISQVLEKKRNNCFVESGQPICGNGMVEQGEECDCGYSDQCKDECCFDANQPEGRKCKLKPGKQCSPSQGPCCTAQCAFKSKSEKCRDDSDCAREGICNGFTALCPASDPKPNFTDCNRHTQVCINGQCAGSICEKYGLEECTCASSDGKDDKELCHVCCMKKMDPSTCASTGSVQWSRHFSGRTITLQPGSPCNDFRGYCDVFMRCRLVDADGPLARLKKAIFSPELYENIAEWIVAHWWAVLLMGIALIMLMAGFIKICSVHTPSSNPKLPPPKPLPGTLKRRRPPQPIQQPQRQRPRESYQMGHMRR
ssDAF12 agonist: activates DAF-12 receptor from parasite S. stercoralis. HEK293 ssDAF-12/GRIP1 lit1-tk-luc reporter, luminescence; % of 3 µM dafachronic acid response. activation, % at 6.8 µM. 1% of 370,000 active;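 active = activation above the mean over all tested compounds plus 3 SD, cut at about 0.9% in these data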;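 note: 0% = DMSO-only wells and 100% = 3 µM delta7-dafachronic acid wells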
hcDAF-12 act: activators of H. contortus DAF-12 nuclear receptor; HEK293 hcDAF-12 lit1-tk-luc reporter, luminescence; 0% DMSO, 100% Δ7-dafachronic acid; activation, % at 6.8 µM; 1.4% of 370,000 active;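 active = activation above the mean of all tested compounds plus 3 SD, cut at about 5.5% in these data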;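 note: 100% = response to 3 µM Δ7-dafachronic acid high control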
DAX1 inh-1: NR0B1 (DAX1) inhibition | P51843 | HEK293 Gal4-DAX1 luciferase reporter, luminescence | inhibition, % at 6.75 µM | 0.99% of 340,000 active | AID 504766;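 active = inhibition above the mean over all tested compounds plus 3 SD, cut at about 4.2% in these data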;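 note: 0% = DAX1-transfected cells with DMSO and 100% = empty-vector control cells with DMSO; inhibition shows as a rise in luminescence from relieved DAX1 repression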
HGIII-sPLA2 inh: Blocks human group III sPLA2 activity; QFRET BODIPY PC-A2 liposome hydrolysis, fluorescence; 0.56% of 370,000 active; inhibition, % at 12.2 µM; AID 743126; Q9NZ20;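 active = inhibition above mean plus 3 SD of compounds lying within the high and low control bounds, cut at about 19% in these data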;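 note: 0% = median of test compound wells and 100% = no enzyme DMSO wells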
Target sequence (Q9NZ20 whole entry, looked up): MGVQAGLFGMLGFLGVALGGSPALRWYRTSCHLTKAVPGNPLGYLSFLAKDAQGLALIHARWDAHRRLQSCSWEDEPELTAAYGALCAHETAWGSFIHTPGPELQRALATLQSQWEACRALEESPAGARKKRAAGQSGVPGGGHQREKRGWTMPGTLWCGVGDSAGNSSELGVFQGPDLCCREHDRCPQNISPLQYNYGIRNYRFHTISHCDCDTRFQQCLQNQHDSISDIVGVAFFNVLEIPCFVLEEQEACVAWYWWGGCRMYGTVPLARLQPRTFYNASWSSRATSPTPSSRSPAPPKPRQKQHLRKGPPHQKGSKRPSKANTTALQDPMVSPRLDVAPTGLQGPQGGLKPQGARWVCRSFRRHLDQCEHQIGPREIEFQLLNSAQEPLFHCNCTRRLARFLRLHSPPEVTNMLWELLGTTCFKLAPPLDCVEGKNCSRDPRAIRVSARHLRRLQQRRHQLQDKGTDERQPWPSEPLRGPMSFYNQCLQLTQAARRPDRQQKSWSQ
hgDAF12 agonist: hgDAF-12 agonism, primary luciferase screen; HEK293 GAL4-hgDAF12 UAS-luciferase reporter, agonist luminescence; normalized to butyrate control; activation, % at 6.8 µM; 1.8% of 370,000 active;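 active = activation above a cutoff set at the mean of all screened compounds plus 3 SD, cut at about 10% in these data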;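 note: 0% = DMSO wells and 100% = sodium butyrate wells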
FXN GAA850 act: frataxin GAA850 promoter activation | HEK293 lucGAA850 FXN promoter luciferase reporter, 24 h; percent of 10 µM SAHA response | activation, % at 6 µM | 0.56% of 360,000 active;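 active = activation above the average of all compounds screened plus 3 SD, cutoff fixed separately per campaign, cut at about 7.5% in these data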;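 note: 0% = DMSO wells and 100% = 10 µM SAHA wells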
NPR2 activator: GC-B (human) receptor activation | 0.11% of 370,000 active | HEK293-GC-B cells, CNP EC30, cGMP TR-FRET; 0% at EC30 CNP, 100% saturating CNP | P20594 | activation, % at 10 µM | AID 1920062;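 active = activation at 10 µM reaching about 35% in either raw or pattern-adjusted values, limit read from the data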
SMARCA2 activ: SMARCA2 function activation, primary screen | MG213 cells, MMTV-luciferase reporter, dexamethasone, overnight | activation, % at 9.1 µM | 1% of 370,000 active | AID 652017; in the data active = activation above about 7.8%;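 note: 0% = vehicle wells and 100% = reference activator wells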
DAX1 inh-2: DAX1 (NR0B1) inhibition, primary screen; HEK293T StAR-luciferase reporter, SF-1/DAX-1 repression relief; inhibition, % at 6.8 µM; 1.1% of 370,000 active; AID 652010;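 active = inhibition above the mean over all tested compounds plus 3 SD, cut at about 3.6% in these data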;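 note: 0% = DAX-1 cells with DMSO and 100% = cells lacking DAX-1 with DMSO; higher inhibition means more luminescence from relief of DAX-1 repression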
GC-A act: GC-A (human) enzyme activation. HEK293 GC-A cells, cGMP TR-FRET, EC30 ANP; 0% at EC30 ANP, 100% saturating ANP. activation, % at 10 µM. 0.14% of 370,000 active; in the data active = activation above about 40%
* marks the source's active call; other numbers are inactive results; . = no result given.

SMILES	ADAM10 inh	ssDAF12 agonist	hcDAF-12 act	DAX1 inh-1	HGIII-sPLA2 inh	hgDAF12 agonist	FXN GAA850 act	NPR2 activator	SMARCA2 activ	DAX1 inh-2	GC-A act
COc1cc2cnc(-c3ccccc3)c(C(=O)c3ccc(OCc4ccccc4)cc3)c2cc1OC	7	-1.8	-1.8	-1.7	-9	0.4	0.6	4	3	0.2	2
CC(OC(=O)Cc1ccc(Cl)cc1)C(=O)NCCC1=CCCCC1 (centres undefined)	6	-0.5	-1.1	-0.4	-5	0.1	0.9	-4	-4	-0.1	-2
Cn1cc(CCOCc2ccccn2)c2ccccc21	-11	0.8	1.1	.	-7	4.8	.	1	2	3.6*	3
CCOC(=O)c1ccc(NC(=O)c2cccnc2)cc1	-3	-1.4	-0.5	-0.8	-1	-1.4	1.8	-4	3	-1.2	0
COc1ccccc1OCC(=O)N1CCN(c2ccccc2OC)CC1	3	-0.3	-0.8	1.5	7	0.4	-1.4	0	-3	-0.1	-4
Cc1c(NC(=O)c2ccc(Cl)c(S(=O)(=O)N3CCCCC3)c2)c(=O)n(-c2ccccc2)n1C	-5	-1.2	0.0	-0.7	-3	-3.8	-0.2	0	-1	-2.8	0
O=C(Nc1nn[nH]n1)c1cccc(Oc2ccccc2)c1	-9	-1.4	-0.4	-0.2	2	-0.2	-1.9	5	0	-0.2	1
CC(C)CN(C(=O)COC(=O)C12CC3CC(CC(C3)C1)C2)c1c(N)n(Cc2ccccc2)c(=O)[nH]c1=O	-12	-1.0	-0.1	1.8	5	2.5	1.1	-4	-1	1.8	-3
CCOC(=O)C1CCN(C(=O)CCCCn2c(=O)[nH]c3ccccc3c2=O)CC1	-4	-1.4	-2.1	-1.7	2	-1.6	-1.1	-4	-3	0.2	0
O=C(C[C@H]1C/C=C\C[C@@H](Cc2ccc(F)cc2)C(=O)OC[C@@H](Cc2c[nH]c3ccccc23)NC1=O)NCCO	6	-0.7	-0.7	0.7	-49	-1.4	0.8	8	1	-0.6	4
C=CCN(CC=C)CCCOc1ccc(C)cc1OC	-2	-0.4	-0.5	-0.9	3	0.3	2.4	1	0	0.0	-1
CCOC(=O)c1sc(NC(=O)c2cc(-c3ccccc3C)nc3ccccc23)c(C#N)c1C	6	-0.8	0.9	0.6	-1	-0.9	-1.1	16	1	-0.3	9
CCO[C@H]1OC(C(=O)O)=C[C@@H](c2coc3ccccc3c2=O)[C@@H]1CCCO	10	-1.0	-0.6	1.0	9	0.2	0.6	0	3	0.0	1
Cc1cc(/C=C(\C#N)C(=O)NC2CCCCCC2)c(C)n1C	-12	-1.0	-1.1	-1.3	2	4.5	3.0	-7	1	0.6	5
CCCCOc1ccc(C2(C)NC(=O)N(C)C2=O)cc1 (centres undefined)	-2	-1.4	-1.9	0.6	-4	1.1	1.7	-1	-3	-0.1	3
CC(C)CC(=O)N1CCN(S(=O)(=O)c2ccc(F)cc2)CC1	-2	-2.1	-0.6	0.3	2	-2.1	-1.6	-2	1	0.2	0
CCN(CC(=O)Nc1c(F)cccc1F)C(=O)c1cccnc1Sc1ccccc1	-1	-1.1	-0.4	0.1	0	2.8	1.3	1	1	2.3	1
COCCNC(=O)CN(C(=O)Cn1nnc2ccccc21)c1ccccc1	-13	-1.1	-1.1	1.1	5	-2.2	0.5	3	-1	0.0	0
O=C(CN1CCCCC1)Nc1ccccc1NC(=O)CN1CCCCC1	2	-1.2	0.3	0.2	-2	-0.7	-1.6	5	-2	-0.1	3
COc1ccccc1Cc1c(C(C)(C)C)nc2cc(C)c(Br)c(C)n12	-4	-1.1	-0.2	.	-4	5.2	.	6	3	-0.1	-3
C[C@@H]1CN([C@@H](C)CO)C(=O)CCCn2cc(nn2)CO[C@H]1CN(C)C(=O)Nc1ccc(-c2cccs2)cc1	-50	-0.9	0.0	.	11	0.2	.	0	-6	0.8	0
COc1ccc(CSc2ccc(S(=O)(=O)N3CCCCC3)cn2)cc1F	-1	-0.5	-0.3	0.6	2	0.3	0.1	4	0	-0.6	-2
Cc1ccc(NS(=O)(=O)c2ccc(-c3ccc(=O)[nH]n3)o2)c(C)c1	2	0.0	-1.4	0.0	0	-1.3	0.3	-3	1	0.1	4
CCOc1cc(CO)cc(Br)c1OCC(N)=O	-2	-1.6	-2.1	1.8	4	1.3	1.2	2	3	-0.2	-1
CC1(C)N=C(SCC(=O)Nc2ccccc2)C(c2ccc(Cl)cc2)=N1	-2	-1.4	-3.2	-2.0	-20	-0.7	2.3	4	-3	-1.1	9
CCOC(=O)N1CCC(N2CCCC(CO)(Cc3ccccc3C)C2)CC1 (centres undefined)	-1	-1.3	-0.7	0.4	-9	1.6	-2.4	3	-2	0.4	-3
C=C1c2ccccc2O[C@H](C(=O)OCC)[C@@H]1C1CCCCC1	-9	-1.0	1.6	-1.3	-9	1.3	2.0	-6	-1	4.1*	2
CC(=O)Nc1ccc(S(=O)(=O)N2CCC(C(=O)NCCC(=O)Nc3nccs3)CC2)cc1	-4	-0.5	-0.7	0.1	3	2.1	-0.1	-1	-2	0.3	-3
COC(=O)c1nc(N)sc1-c1ccccc1	-31	-1.3	0.4	-0.4	1	1.2	3.4	2	-1	0.3	6
Cc1cc(NCCOCCO)n2ncc(-c3ccc(Cl)cc3)c2n1	-114	1.0*	6.7*	3.9	-8	9.8	-1.8	-2	-2	3.7*	9
Cc1ncoc1C(=O)N1CCCC(C(=O)c2cccc(C(F)(F)F)c2)C1 (centres undefined)	0	-2.4	-1.3	2.3	0	-1.1	1.6	9	-1	0.9	8
O=C(CN1CCCCCCC1)Nc1cc(Cl)cc(Cl)c1	12	-1.7	-0.6	-1.4	0	-0.5	-1.8	-1	0	-0.5	3
C=CCOC(=O)N[C@H](c1cccc(OC)c1)[C@H](C)/C=C/CC(=O)OC	-7	-0.8	-3.5	.	13	-1.0	.	-17	-1	0.1	-4
Cc1cccc(-c2noc(CN(C(=O)c3c(-c4ccccc4Cl)noc3C)C(C)C)n2)c1	14	-1.9	-2.8	-1.6	-9	-1.4	-0.1	-10	-1	-2.5	-6
Cc1ccc(NC(=O)Cc2ccc(Cl)cc2)nc1	2	-1.3	-0.1	0.5	2	2.7	1.2	-9	-3	0.2	4
Cc1cc(C)c2c(CN3CCN(C/C=C/c4ccccc4)CC3)cc(=O)oc2c1	-1	-1.0	-0.7	1.3	-14	1.9	-0.6	-3	2	-0.2	-8
c1cnc(N2CCN(c3ccc4ccccc4n3)CC2)nc1	-114	1.8*	9.7*	1.9	4	14*	1.8	1	-1	2.7	-1
Cc1cccc(NC(=O)COC(=O)CCc2c[nH]c3ccccc23)c1C	-15	-0.7	-0.3	0.3	-76	1.1	2.1	1	-2	0.8	-1
O=C(NCc1ccncc1)[C@@H]1CCCN1C(=O)[C@H]1CCCN1C(=O)c1ccccc1	-7	-0.7	0.5	.	12	0.1	.	1	-5	0.3	-2
Cc1[nH]nc2c1C(c1ccccn1)N(c1ccc(Br)cc1)C2=O (centres undefined)	0	-0.8	0.1	-1.2	0	-0.9	1.0	-24	-3	0.8	-22
COc1ccc(C(=O)N(C)Cc2ccccc2F)cc1S(=O)(=O)N1CCCC1	-9	-1.0	-0.8	-0.9	7	-0.5	1.1	1	-3	-0.4	2
CCCCC(=O)Nc1nc(C)c(-c2csc(Nc3cc(Cl)ccc3OC)n2)s1	9	-0.7	0.6	0.4	5	-0.1	0.7	1	1	0.1	0
Cc1nc2ccccc2n1CC(=O)N1CC(=O)Nc2ccccc21	0	-1.4	-0.4	-0.4	2	-1.8	2.1	-1	-2	-0.2	2
COc1ccc(NC(=O)c2cccc(NC(=O)C3C4CC5OC(=O)C3C5C4)c2)c(OC)c1 (centres undefined)	8	-1.5	0.4	-0.4	6	1.9	-0.2	-8	1	-0.3	-1
CCCCN(C(=O)c1ccc2c(c1)OCO2)c1c(N)n(CC(C)C)c(=O)[nH]c1=O	-9	-1.3	-2.2	0.4	3	3.6	-0.6	7	1	0.9	2
O=C(Nc1ccc(S(=O)(=O)N2CCCC2)cc1)N1c2ccccc2Sc2ccccc21	2	-0.8	3.2	-1.1	17	0.3	-3.6	5	-1	-0.9	-1
CN1CCN(c2nc3c(c(=O)[nH]c(=O)n3C)n2CCSc2nnnn2-c2ccccc2)CC1	4	-0.7	-0.1	-0.9	4	-1.6	3.5	-2	2	-0.4	-1
COc1ccccc1N1CCN(CC(=O)Nc2ccccc2C(=O)NCCc2ccccc2)CC1	3	-0.5	0.6	0.5	-10	0.6	0.7	3	0	-3.0	0
CCC(=O)N(CCC(c1ccco1)c1ccccc1OC)Cc1cccs1 (centres undefined)	1	-1.5	-2.3	0.2	-9	-0.8	-2.8	-14	-3	-0.9	-15
O=C(O)c1ccc(N/N=C/c2ccc3c(c2)OCO3)cc1	-4	-1.7	-1.2	.	-1	-4.6	-9.6	-7	-4	-0.3	-3
O=C(NC(NC(=S)Nc1ccccc1)C(Cl)(Cl)Cl)c1cccc(Cl)c1 (centres undefined)	16	-1.1	-1.6	0.3	-8	-5.0	-10.0	3	-8	-0.7	-2
O=C(/C=C/c1ccc(S(=O)(=O)NCc2ccco2)cc1)N1CCN(c2ccccc2)CC1	7	-2.5	-2.7	-1.4	-23	-2.7	-2.8	0	-3	-1.9	-3
CC1(C(=O)Nc2ccccc2Br)CCN1C(=O)Cc1ccc(Cl)cc1Cl (centres undefined)	7	-1.1	-3.5	.	-11	-2.6	0.2	-5	-2	-0.7	-1
O=C(OCn1ncc(Cl)c(Cl)c1=O)c1ccccc1Cl	6	-1.2	0.6	-1.6	-2	-7.6	-13	33	-10	-3.2	43*
O=C(CCCN1C(=O)c2cccnc2C1=O)Nc1ccccc1F	-4	-1.4	-1.3	0.7	6	1.9	1.1	5	-3	-0.4	3
Cc1cccc(N2CCN(C(=O)CCNS(=O)(=O)c3ccc4c(c3)CCC(=O)N4)CC2)c1C	2	-1.0	-1.6	-3.0	-15	-2.5	-2.6	-5	-3	-0.8	-8
CCOC(=O)c1sc(NC(=O)COC(=O)Cn2cnc3ccccc32)c(C(=O)OCC)c1C	0	-0.9	-0.1	0.5	-2	-0.9	-0.8	-6	-5	-0.6	-2
Cc1nc(SCC(=O)Nc2ccc(F)cc2)c2oc3ccccc3c2n1	-1	-1.6	-1.0	-0.3	-1	0.2	2.1	-9	1	0.2	-4
C[C@H]1[C@@H](NC(=O)c2cccc(N(C)C)c2)CC[C@@]23CCCN2C(=O)CCC[C@@H]13	-87	-1.3	-1.3	.	-2	-0.3	.	-2	.	.	-1
Cc1ccc(NC(=O)Cn2cnc3cc([N+](=O)[O-])ccc3c2=O)c(Cl)c1	4	-1.4	0.5	-0.5	4	-0.4	0.1	1	-6	-0.6	9
CCCC(=O)Nc1nn(CCC)c2nc3ccccc3cc12	-29	-1.9	0.3	-0.4	0	0.9	1.3	7	-2	1.0	4
